Screening data deposited in PubChem BioAssay by National Center for Advancing Translational Sciences (NCATS).
USP1-UAF1 inh: USP1/UAF1 (human) deubiquitinase inhibition. 390,000 compounds, 0.23% hits. recombinant USP1/UAF1, Ub-Rhodamine cleavage fluorescence. O94782. Potency, µM (titrated, usually from 57.1 µM), for inactives: at the top dose activity change, negative = inhibition, most hits filed as inhibitors; further: potency means the concentration at half of the fitted maximal effect; on the % scale 0 is the no-effect control and ±100 the full control effect; nearly all actives have a fitted effect of over 60% in size; inactives centre near -12
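High-throughput fluorogenic screen: 1nM USP1/UAF1 complex, Ub-Rho substrate 150nM final, 50mM HEPES pH 7.8 with 0.5mM EDTA, 0.1 mg/ml BSA, 1mM TCEP and 0.01% Tween-20.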
TrxR1 inh: rat TrxR1 inhibition; 390,000 compounds, 1% hits; O89049; Potency, µM (top dose mostly 114 µM), inactives show top-dose activity change, negative = inhibition, usual class: inhibitors; recombinant rTrxR1, NADPH fluorescence consumption, selenite substrate; AID 588453; further: potency means the concentration at half of the fitted maximal effect; on the % scale 0 is the no-effect control and ±100 the full control effect; nearly all actives have a fitted effect of over 65% in size
Target sequence (O89049 whole entry, looked up): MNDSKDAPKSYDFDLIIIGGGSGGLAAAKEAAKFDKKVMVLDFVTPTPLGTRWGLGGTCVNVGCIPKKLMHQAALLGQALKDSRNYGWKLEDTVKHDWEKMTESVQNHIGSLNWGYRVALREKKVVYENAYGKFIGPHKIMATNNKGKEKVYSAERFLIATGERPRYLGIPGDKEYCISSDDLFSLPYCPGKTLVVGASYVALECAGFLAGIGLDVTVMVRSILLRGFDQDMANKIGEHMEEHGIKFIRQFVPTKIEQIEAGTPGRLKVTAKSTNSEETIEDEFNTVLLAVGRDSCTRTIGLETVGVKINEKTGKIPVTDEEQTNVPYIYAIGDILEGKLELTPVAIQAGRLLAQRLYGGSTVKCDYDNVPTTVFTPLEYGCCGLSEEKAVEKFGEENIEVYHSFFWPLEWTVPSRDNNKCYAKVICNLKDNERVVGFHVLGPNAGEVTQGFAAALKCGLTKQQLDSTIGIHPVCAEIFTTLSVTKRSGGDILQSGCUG
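Rat TrxR1 (90 nM in the dispensed reagent) was pre-reduced with 400 uM NADPH for 5 min at room temperature, then incubated with compound for 15 min. After 400 uM selenite was added, NADPH fluorescence (Ex 340/Em 450 nm) was followed for 8 min.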
IDH1 R132H inh: human IDH1 R132H inhibition | IDH1-R132H enzyme, NADPH consumption, diaphorase/resazurin fluorescence | O75874 | 390,000 compounds, 0.093% hits | Potency, µM (series often up to 76.6 µM), for inactives: top-dose activity change, negative = inhibition, most hits filed as inhibitors; further: potency means the concentration at half of the fitted maximal effect; on the % scale 0 is the no-effect control and ±100 the full control effect; nearly all actives have a fitted effect of over 65% in size
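IDH1-R132H (0.5 ug/mL) preincubated 30 min with compound, then NADPH (0.016 mM) and alpha-KG (2 mM) added; 80 min at RT, pH 7.5. Remaining NADPH coupled via diaphorase/resazurin to fluorescence (540/590 nm); concentration-response curves normalized to no-enzyme control.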
TRHR ag: activates the human TRH receptor. P34981. TRHR cells, calcium flux fluo-8, FDSS agonist mode. activation, % at 2 µM. 360,000 compounds, 0.18% hits; in the data active means activation above about 30%; further: 0% is about no effect
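Steps: seed TRHR cells overnight; add fluo-8 no-wash Ca dye, RT 30 min–1.5 h; record 10 s baseline; pin-transfer compounds; monitor fluorescence 1 cycle/s for the agonist window. Calcium increases flag candidate agonists.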
D2 ag: agonists of human D2 dopamine receptor; P14416; HEK293 T-REx D2 cells, calcium flux agonist mode; activation, % at 2 µM; 340,000 compounds, 0.53% hits;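 active means activation over 3 SD above normal in the single-dose calcium agonist read, cut at about 30% in these data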; further: 0% is about no effect
Target sequence (P14416 whole entry, looked up): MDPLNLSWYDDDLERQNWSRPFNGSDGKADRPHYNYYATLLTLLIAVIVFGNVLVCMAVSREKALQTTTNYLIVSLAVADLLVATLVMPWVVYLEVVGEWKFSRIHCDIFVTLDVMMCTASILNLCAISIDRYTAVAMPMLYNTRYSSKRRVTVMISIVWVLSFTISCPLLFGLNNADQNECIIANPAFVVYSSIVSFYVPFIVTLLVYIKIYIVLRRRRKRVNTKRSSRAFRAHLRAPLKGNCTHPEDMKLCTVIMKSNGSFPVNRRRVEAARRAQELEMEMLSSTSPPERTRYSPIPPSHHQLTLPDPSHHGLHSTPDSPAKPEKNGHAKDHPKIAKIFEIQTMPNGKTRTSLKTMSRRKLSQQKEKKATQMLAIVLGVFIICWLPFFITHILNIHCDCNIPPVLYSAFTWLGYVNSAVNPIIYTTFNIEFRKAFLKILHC
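Calcium-flux readout, 1 cycle/sec over 180 s following compound pin transfer, in inducible HEK293 Trex D2 cells (force-coupled); dopamine controls included. Positive calcium responses during this window marked compounds as potential agonists.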
TRHR enhancer: TRH receptor (human) allosteric enhancement. 360,000 compounds, 0.66% hits. TRHR cells, fluo-8 calcium fluorescence, EC20 TRH enhancement. enhancement, % at 2 µM. P34981. AID 493056; in the data active means enhancement above about 30%; further: 0% is about no effect
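Enhancer read-out: after compound pinning and an initial kinetic agonist-mode read, an EC20 of TRH (10 nM final) was injected and fluo-8 calcium signal (Ex 480/Em 530) followed at 1 s/cycle for 100 cycles in TRHR-expressing cells.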
D2 antagonist: D2 dopamine receptor (human) antagonism. 340,000 compounds, 2% hits. AID 485344. HEK293 TREx D2 cells, calcium flux, dopamine EC80. P14416. inhibition, % at 10 µM; in the data active means inhibition above about 30%; further: 0% is about no effect
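Overnight-induced (tetracycline, 30 C) HEK293 T-REx cells carrying force-coupled D2 receive a no-wash calcium dye, then compound, then EC80 dopamine at 180 s; signals are read kinetically throughout.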
TrxR1 substrate: is turned over as a substrate by rat TrxR1. O89049. purified TrxR1 substrate turnover, NADPH consumption readout. Potency, µM (highest dose often 114 µM), without a hit: at the top dose activity change, negative = substrate turnover. 390,000 compounds, 0.01% hits; further: potency means the concentration at half of the fitted maximal effect; on the % scale 0 is the no-effect control and ±100 the full control effect; nearly all actives have a fitted effect of over 50% in size
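Rat TrxR1, dispensed at 90 nM, was prereduced with 400 uM NADPH (final) for 5 min at ~22 deg C, then incubated with compound 15 min before 400 uM selenite. A first-read NADPH fluorescence drop versus no-compound background flagged substrates.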
Pin1 inhibitor: inhibitors of human Pin1; Q13526; Pin1 FP peptide displacement, HiFluor488, 10 min; Potency, µM (doses to about 115 µM), without a hit: at the top dose activity, negative = inhibition, hits mostly inhibitors; 390,000 compounds, 0.009% hits; AID 504891; active means well fitted inhibition curve with a large enough effect in the polarisation, with a control signal flat, not every such curve was filed as active; inconclusive means small, poorly fitted or top-dose-only effect, or effect the other way, or a change in a side signal; inactive means no such curve, though single readings can be large or run the other way; the % refers to the polarisation; further: potency means the concentration at half of the fitted maximal effect; on the % scale 0 is the no-effect control and ±100 the full control effect
Target sequence (Q13526 whole entry, looked up): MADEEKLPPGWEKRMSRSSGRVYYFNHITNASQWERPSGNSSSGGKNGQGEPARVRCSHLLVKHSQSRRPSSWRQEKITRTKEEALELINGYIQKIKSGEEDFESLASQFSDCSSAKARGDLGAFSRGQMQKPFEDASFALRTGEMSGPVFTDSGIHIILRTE
Numbers without * were called inactive; ? = inconclusive; / = no result given; [ ] = remark or other dose. Unless noted, the call rests on the fitted dose curve; in most records, active means well fitted inhibition curve with a large enough effect; inconclusive means small, poorly fitted or top-dose-only effect; inactive means no such curve, though single readings can be large or run the other way. An excerpt; rates above refer to the full screens.

SMILES	USP1-UAF1 inh	TrxR1 inh	IDH1 R132H inh	TRHR ag	D2 ag	TRHR enhancer	D2 antagonist	TrxR1 substrate	Pin1 inhibitor
CCNC(=O)CP(=O)(c1ccccc1)c1ccccc1	4%	7%	-2%	-0.8	1.5	-1	-2	2%	1%
CCOc1ccccc1C(=O)N(Cc1ccc(N(C)C)cc1)CC1CCCO1 (stereo not given)	-8%	19%	40%[activator]	-0.2	0.7	22	/	5%	0%
CCCCN(C(=O)c1cccc(S(=O)(=O)N(CC)c2ccccc2)c1)c1c(N)n(CCCC)c(=O)[nH]c1=O	-1%	2%	19%	/	/	/	/	-1%	33%[activator]
Cc1ccc(-c2nn(-c3ccc(F)cc3F)c3c2cnc2ccc(F)cc23)cc1	-6%	8%[57.1 µM]	-10%	0.7	1.0	-1	/	6%[57.1 µM]	-12%
CCOC(=O)c1c(C)oc2c1c(C(c1cccnc1)N1CCCCC1)c(O)c1ccccc12 (stereo not given)	-2%	7.1µM*	-1%	-0.3	0.4	-3	-2	2%	-3%
c1csc(CSc2nc3ccccc3s2)c1	-30%	12%	3%	0.2	0.4	3	39*	10%	0%
CC(C)(C)c1ccc(C(=O)NNC(=O)c2cccc(Br)c2)cc1	-9%	-7%	7%	0.2	0.2	-3	-10	10%	-2%
Cn1nc(NC(=O)CC(C)(C)CC(=O)O)c2ccccc21	-10%	6%[57.1 µM]	2%	0.4	1.4	-2	14	11%[57.1 µM]	12%
NC(=O)c1nsc(C(=O)N(c2ccc(F)cc2)C(C(=O)NCC2CCCO2)c2c[nH]c3ccccc23)c1N (stereo not given)	-11%	-4%[57.1 µM]	-7%	0.0	3.0	2	1	2%[57.1 µM]	10%
CN1CCN(C2=C(Cl)C(=O)N(c3cccc(Cl)c3)C2=O)CC1	-7%	?	-3%	0.2	0.3	-3	4	-9%	-16%
CCCCCCCOc1ccc(OC(=O)c2cccnc2)cc1	-2%	23%	-1%	0.8	-0.5	1	-24	5%	-16%
CCc1ccc(CNC(=O)c2cc3cc(S(=O)(=O)N4CCCCC4)ccc3n2C)cc1	-4%	19%[57.1 µM]	-6%	0.8	0.9	5	/	6%[57.1 µM]	12%
CCC1(c2ccccc2)NC(=O)N(CC(=O)Nc2ccc(N3CCCC3)cc2C)C1=O (stereo not given)	-15%	13%	1%	0.0	-0.1	7	-13	0%	1%
COc1ccc(NC(=O)CSc2nnc(NC(=O)NC3CCCCC3)s2)cc1OC	-9%	5%[57.1 µM]	-23%	0.1	0.9	0	/	2%[57.1 µM]	1%
O=C(c1cc2ccccc2cc1O)N1CCN(c2ccc([N+](=O)[O-])cc2)CC1	-13%	-10%	9%	-0.2	1.0	-1	-21	-11%	-2%
CCS(=O)c1scc(-c2ccc(Cl)cc2)c1C#N (stereo not given)	3%	19%	0%	-1.0	0.3	-5	11	-9%	-4%
COc1ccc(C(=O)Nc2cccc(C(=O)N3CCCCC3)c2)cc1	-14%	4%	8%	-0.9	-1.5	-3	12	0%	-5%
COc1ccccc1N(CC(=O)NC1CCCCC1C)S(=O)(=O)c1cccs1 (stereo not given)	-21%	9%[57.1 µM]	3%	/	/	/	/	7%[57.1 µM]	3%
O=C(N/N=C/c1cccc([N+](=O)[O-])c1)C1CC(=O)N(c2ccc(Br)cc2)C1 (stereo not given)	-16%	0%	6%	-0.6	-1.0	0	10	-5%	10%
Cc1cc(CNC(=O)CC2C(=O)NCCN2CC(c2ccccc2)c2ccccc2)on1 (stereo not given)	?	14%[57.1 µM]	10%	0.7	0.1	-7	18	11%	?
CCOc1cc(C(C(=O)NCC2CCCO2)N(C(=O)Cn2nnc3ccccc32)c2cccc(OC)c2)ccc1O (stereo not given)	-14%	25%[57.1 µM]	0%	0.0	-0.4	11	-29	5%[57.1 µM]	0%
C[C@@H]1C(=O)O[C@H]2[C@H](O)[C@@]34[C@H]5C[C@@H](C(C)(C)C)[C@]36[C@@H](OC(=O)[C@@H]6O)O[C@@]4(C(=O)O5)[C@@]12O	-9%	-3%	-4%	0.0	/	-7	/	-7%	-9%
Nc1nnc(CCC2CCCCC2)s1	-5%	12%	6%	-0.3	0.0	7	-36	2%	0%
CCOc1ccccc1NC(=O)NC(C)c1ccc2c(c1)OCO2 (stereo not given)	/	/	/	-1.5	-0.7	1	0	/	/
O=C(NC(=S)Nc1cc(Cl)ccc1O)c1cccc(Br)c1	-17%	3%[57.1 µM]	4%	23	11	-6	5	0%[57.1 µM]	3%

3 of the entries above in order of their number in Pin1 inhibitor, ascending.
SMILES | USP1-UAF1 inh | TrxR1 inh | TRHR enhancer | D2 antagonist | TrxR1 substrate | Pin1 inhibitor
CCS(=O)c1scc(-c2ccc(Cl)cc2)c1C#N (stereo not given) | 3% | 19% | -5 | 11 | -9% | -4%
CCOC(=O)c1c(C)oc2c1c(C(c1cccnc1)N1CCCCC1)c(O)c1ccccc12 (stereo not given) | -2% | 7.1µM* | -3 | -2 | 2% | -3%
CCOc1ccccc1C(=O)N(Cc1ccc(N(C)C)cc1)CC1CCCO1 (stereo not given) | -8% | 19% | 22 | / | 5% | 0%

The main list resumes, repeating the 5 entries before the break.
SMILES	USP1-UAF1 inh	TrxR1 inh	IDH1 R132H inh	TRHR ag	D2 ag	TRHR enhancer	D2 antagonist	TrxR1 substrate	Pin1 inhibitor
CCOc1cc(C(C(=O)NCC2CCCO2)N(C(=O)Cn2nnc3ccccc32)c2cccc(OC)c2)ccc1O (stereo not given)	-14%	25%[57.1 µM]	0%	0.0	-0.4	11	-29	5%[57.1 µM]	0%
C[C@@H]1C(=O)O[C@H]2[C@H](O)[C@@]34[C@H]5C[C@@H](C(C)(C)C)[C@]36[C@@H](OC(=O)[C@@H]6O)O[C@@]4(C(=O)O5)[C@@]12O	-9%	-3%	-4%	0.0	/	-7	/	-7%	-9%
Nc1nnc(CCC2CCCCC2)s1	-5%	12%	6%	-0.3	0.0	7	-36	2%	0%
CCOc1ccccc1NC(=O)NC(C)c1ccc2c(c1)OCO2 (stereo not given)	/	/	/	-1.5	-0.7	1	0	/	/
O=C(NC(=S)Nc1cc(Cl)ccc1O)c1cccc(Br)c1	-17%	3%[57.1 µM]	4%	23	11	-6	5	0%[57.1 µM]	3%
CC(C(=O)NC1CCCc2ccccc21)N1C(=O)C2CCCCC2C1=O (stereo not given)	-20%	-6%	10%	-0.2	-0.7	5	-7	-1%	6%
Cc1ccc(C)c(OCC(=O)Nc2ccc(C(=O)O)cc2NC(=O)COc2cc(C)ccc2C)c1	-22%	13%	0%	0.5	-0.5	1	-1	9%	?
CN1CCN(NC(=O)Nc2ccc([N+](=O)[O-])cc2)CC1	-21%	2%	-14%	0.1	/	-1	/	-5%	-2%
COc1ccc(S(=O)(=O)NCC2CCCO2)cc1C(=O)O (stereo not given)	-10%	26%	-4%	0.3	0.9	-9	4	3%	-2%
CCOC(=O)c1c(C)oc2ncnc(NCCc3ccccc3)c12	-20%	11%	-11%	-1.5	/	7	/	-1%	3%
CCN(CC)P(=O)(Nc1ccc(C)cc1Br)c1ccc(N(C)C)cc1NC(=O)c1ccco1 (stereo not given)	-16%	3%[57.1 µM]	-5%	-0.8	-0.7	1	-2	-11%	4%
COc1cccc(CNC(=O)c2cnc3c(-c4ccc(F)cc4)c(C)nn3c2C)c1	-7%	-5%[57.1 µM]	-5%	-0.1	0.1	-3	/	-2%[57.1 µM]	17%
COc1ccc(OC)c(S(=O)(=O)N2CCN(CC(O)COc3ccccc3)CC2)c1 (stereo not given)	-9%	8%[57.1 µM]	4%	0.2	0.6	7	48*	13%[0.0914 µM]	-8%
COc1ccc(CNC(=O)C(c2ccccc2F)N(C(=O)c2csnn2)C2CC2)cc1 (stereo not given)	-7%	26%[57.1 µM]	3%	-0.5	-0.2	3	12	9%[57.1 µM]	-10%
Cc1nn(CCCC(=O)Nc2cccc(F)c2)c(=O)c2c1sc1ccccc12	-15%	12%	4%	1.0	1.1	2	/	5%	-1%
O=C(NCc1ccccn1)c1cc2n(n1)C(C(F)(F)F)CC(c1ccco1)N2 (stereo not given)	-18%	-50%	8%	2.0	0.3	0	1	3%	4%
COc1cccc(-c2nc(CS(=O)(=O)CC(=O)NC3CCCCC3C)c(C)o2)c1 (stereo not given)	-5%	?	-4%	0.5	0.0	-3	-8	-2%	1%
COc1ccc(NC(=O)CSc2nc3ncccc3[nH]2)c(OC)c1	5%	6%	8%	-0.4	-0.6	13	/	3%	9%
CC1Cc2ccccc2N1C(=O)CSc1ncccc1C(=O)O (stereo not given)	-12%	12%	-2%	0.1	-0.3	11	-15	-7%	5%
CC(=O)Nc1cccc(C(=O)N2CCN(S(=O)(=O)c3ccc4ccccc4c3)CC2)c1	-14%	18%	1%	-1.3	0.8	-2	14	2%	-3%
COC(=O)CCN1CCC(C(N)=O)CC1	-17%	23%[57.1 µM]	-3%	-0.2	2.4	6	4	5%[57.1 µM]	-9%
CC1=C(C(=O)OC(C)C)C(c2ccc(O)cc2)NC(=O)N1 (stereo not given)	-23%	8%	-4%	0.6	-0.8	3	-1	3%	-4%
COc1ccc(NC(=O)COC(=O)CCCOc2ccc(Cl)cc2Cl)cc1Cl	-17%	30%[57.1 µM]	11%	0.6	0.6	4	-1	-3%[57.1 µM]	-10%
COC(=O)c1ccc(CN2C(=O)C3CCCCC3C2=O)o1 (stereo not given)	-14%	36%	3%	1.8	1.2	8	11	4%	-1%
COc1ccc(S(=O)(=O)Cc2ccc(C(=O)NCc3ccccc3)o2)cc1	-19%	12%	-12%	-0.6	0.3	1	-2	-3%	-4%
O=C(CS(=O)(=O)c1ccccc1)Nc1nc2ccccc2s1	-20%	0%	5%	-0.3	0.5	0	-25	3%	10%
Cc1ccccc1-n1c(C)nnc1SCC(=O)NC1CCCc2ccccc21 (stereo not given)	-6%	1%	4%	-0.8	0.4	3	9	-6%	-1%
N[C@@H](Cc1ccc(O)cc1)c1nnc([C@H](CC(=O)O)NC(=O)C2CCNCC2)o1	-9%	-1%[57.1 µM]	-7%	0.3	-0.1	-7	-5	4%[57.1 µM]	1%
